Assay outcomes deposited in PubChem by several laboratories.
LYPLA2 inh – counter-screen for PME1 inhibitors: inhibitors of human LYPLA2 | O95372 | recombinant LYPLA2, FP-Rh probe fluorescence polarization | inhibition, % at 5.9 µM | 320,000 compounds, 0.38% hits;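 active = inhibition above the screen-wide mean plus 3 SD, limit set per campaign, cut at about 26% in these data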;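 note: 0% = LYPLA2 with DMSO and 100% = wells lacking LYPLA2 enzyme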
Target sequence (O95372 whole entry, looked up): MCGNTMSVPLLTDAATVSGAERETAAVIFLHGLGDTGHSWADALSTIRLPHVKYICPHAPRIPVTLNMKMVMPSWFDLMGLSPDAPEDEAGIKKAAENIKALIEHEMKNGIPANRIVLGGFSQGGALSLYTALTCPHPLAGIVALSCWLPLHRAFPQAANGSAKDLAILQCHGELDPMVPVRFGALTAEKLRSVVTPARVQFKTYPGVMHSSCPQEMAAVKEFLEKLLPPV
PREPL inh – inhibits the human prolyl oligopeptidase-like enzyme; recombinant PREPL, fluorescence polarization activity-based probe; inhibition, % at 5.96 µM; 320,000 compounds, 0.68% hits; AID 2751; in the data active = inhibition above about 43%;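 note: 0% = enzyme with DMSO and 100% = wells lacking enzyme; many of its hits are not listed in these tables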
PP1 counter – PP1-alpha (human) inhibition in PP5 counter-screen. P62136. purified PP1alpha, OMFP fluorescence. inhibition, % at 6.7 µM. 320,000 compounds, 0.9% hits;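 active = inhibition above the mean inhibition of all tested compounds plus 3 SD, computed separately for each screening campaign, cut at about 15% in these data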
Target sequence (P62136 whole entry, looked up): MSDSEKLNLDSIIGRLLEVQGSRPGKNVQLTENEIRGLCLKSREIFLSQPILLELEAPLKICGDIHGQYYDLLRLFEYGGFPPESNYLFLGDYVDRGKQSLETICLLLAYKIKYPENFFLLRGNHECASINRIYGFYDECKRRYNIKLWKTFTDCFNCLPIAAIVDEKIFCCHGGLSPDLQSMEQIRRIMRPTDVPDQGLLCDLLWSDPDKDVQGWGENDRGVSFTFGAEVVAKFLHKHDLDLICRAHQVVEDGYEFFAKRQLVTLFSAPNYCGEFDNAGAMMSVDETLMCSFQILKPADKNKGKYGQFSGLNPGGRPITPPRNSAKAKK
Efflux pump mplx – antifungal efflux pump inhibition, Nile Red retention; S. cerevisiae Candida pump triplex; inhibition, % at 10 µM; 330,000 compounds, 0.44% hits; AID 485275;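 active = plate passing quality check with inhibition over a set limit, or well fluorescence over plate mean plus 4 SD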;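 note: Nile Red retained in pooled yeast measured as flow cytometry median fluorescence; 0% = buffer negative control and 100% = Enniatin B positive control; higher means more Nile Red kept so more efflux inhibition; some compounds called inactive have numbers as strong as hits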
HCV core dimer – blocks dimerization of HCV core protein | TR-FRET GST/Flag-core106 dimerization, 1536-well | inhibition, % at 5 µM | 300,000 compounds, 0.33% hits | AID 1899;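 active = inhibition above the mean of all tested compounds plus 3 SD, set per screening campaign, cut at about 45% in these data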
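test system = GST/Flag-tagged HCV core106 proteins | probe or stimulus = Eu donor and XL665 acceptor anti-tag antibodies | times = compound-protein-antibody incubation 4 h at 22.5 °C | signal = TR-FRET, excitation 340 nm, emission 617 and 671 nm | measure = percent inhibition of core106 dimerization signal | controls = wells lacking GST-core106 and wells with excess unlabelled core106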
CTSL1 counter – counter-screen for PFM18AAP inhibitors: inhibitors of F. hepatica cathepsin L1 | recombinant F. hepatica cathepsin L1, Z-Leu-Arg-MCA fluorescence | inhibition, % at 5.96 µM | 300,000 compounds, 0.49% hits;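 active = inhibition above the mean of all tested compounds plus 3 SD, set per screening campaign, cut at about 17% in these data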;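 note: 0% = plate median of test compound wells and 100% = 1 µM Z-Phe-Ala-diazomethylketone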
PP5 inh – inhibitors of human protein phosphatase 5 (PP5); purified PP5c, OMFP substrate fluorescence; inhibition, % at 6.7 µM; 320,000 compounds, 0.18% hits; AID 1987;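 active = inhibition above the campaign's mean inhibition across all tested compounds plus 3 SD, cut at about 9.5% in these data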;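 note: 0% = DMSO only and 100% = 100 µM cantharidin control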
JMJD2C inh – inhibitors of human GASC-1 (JMJD2C) demethylase; Q9H3R0; 330,000 compounds, 0.069% hits; AID 2099; inhibition, % at 2.35 µM; GST-JMJD2C(1-420) H3K9me3 demethylation, DELFIA europium;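 active = more than half of a compound's replicate wells show inhibition beyond 50%, single wells judged on their own value; inconclusive = some, but no more than half, of replicates pass 50% inhibition; inactive = no replicate passes 50% inhibition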;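 note: signal counts dimethyl H3K9 product captured on neutravidin plate; 0% = median of DMSO wells and 100% = 0.3 times that DMSO median; strong numbers were not always called active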
TPT1 inhibitor – C. albicans TPT1 enzyme inhibition. 300,000 compounds, 0.81% hits. inhibition, % at 5 µM. recombinant caTPT1, FP RNA substrate dephosphorylation;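 active = inhibition above the mean of all tested compounds plus 3 SD, set per screening campaign, cut at about 24% in these data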;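 note: plate controls were DMSO alone for no effect and ferristatin control at 100 nM for full effect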
* marks the source's active call; other numbers are inactive results; ? = inconclusive; nt = not tested or not shown; & = joins results of further samples. This is a subset; the hit share may differ from the screen's.

SMILES | LYPLA2 inh | PREPL inh | PP1 counter | Efflux pump mplx | HCV core dimer | CTSL1 counter | PP5 inh | JMJD2C inh | TPT1 inhibitor
O=C(NNC(=S)Nc1ccc(Cl)cc1)c1ccccc1OC(F)F | 6 | 17 | 1 | -0.1 | -12 | 1 | 0.6 | -1 | -1
Cc1ccc2cc(CN(CCCO)S(=O)(=O)c3cccc4nsnc34)c(=O)[nH]c2c1C | 8 | -3 | 0 | -0.1 | -6 | 3 | 2.7 | -9&10 | -1
CC1=C(C(=O)N2CCCC(CCC(=O)NCc3ccc(F)c(F)c3)C2)OCCO1 (stereo not given) | -9 | 19 | 0 | 0.1 | 4 | -1 | 0.5 | 0 | 2
S=C(NCc1cccs1)Nc1cccc(Cl)c1 | 1 | 3 | 2 | -0.1 | -5 | 3 | 0.6 | -4 | -5
Cc1nn(C)c(C)c1CN(C)S(=O)(=O)c1ccc2ccccc2c1 | 1 | 13 | -3 | 0.0 | 1 | 1 | -1.3 | 8 | 1
O=C(NNC(=O)c1ccccc1)C(=O)N1CCCCC1 | 5 | -3 | -6 | -0.2 | -6 | -5 | 1.8 | 1 | -1
CC(C)C[C@@H](CO)N1CCN(CCc2ccccc2)CCC1=O | 1 | 14 | 1 | -0.1 | -7 | -1 | 2.0 | -2 | 2
CCN(CC)C(=O)C1CCN(S(=O)(=O)c2ccc(-n3cnnn3)cc2)CC1 | 1 | -5 | -6 | 0.2 | 2 | -3 | 1.2 | 19 | 1
CCN(CC)C(=O)COc1cc(C)c(Cl)c(C)c1 | 4 | 5 | -2 | 0.0 | 3 | 0 | 0.2 | -12 | 2
CCOC(=O)Cn1c(=O)oc2cc(S(=O)(=O)N3CCn4c3nc3ccccc34)ccc21 | 1 | 2 | 0 | 0.1 | 0 | -26 | -0.8 | 2 | 0
CC(=O)c1ccc(OCC(O)Cn2nnc3ccccc32)cc1 (stereo not given) | 2 | 0 | 4 | -0.1 | 7 | 0 | -2.0 | 5 | -1
COCCCNC(=O)CSc1nc2cc(C(=O)NCCOC)ccc2c(=O)n1Cc1ccc2c(c1)OCO2 | 0 | -16 | 0 | -0.2 | 0 | 0 | -0.8 | 6 | -1
Cc1ccc(C(=O)NCC(=O)OCc2cccc(Br)c2)cc1 | 6 | -33 | -1 | 0.1 | 1 | -11 | -1.2 | 5 | 4
CCN(CC)c1nc(C)c(C(=S)Nc2cc([N+](=O)[O-])ccc2Cl)s1 | 0 | 1 | -1 | -0.1 | 8 | -1 | -0.2 | -17 | 28*
O=C(NCCCN1CCOCC1)c1ccc2c(c1)N(Cc1ccc(F)cc1)CCS2 | 10 | 26 | -2 | 0.1 | -1 | 2 | -2.5 | 3 | -2
CCc1ccc(C(=O)c2oc3nc(C)cc(C)c3c2N)cc1 | 0 | 31 | -1 | 0.0 | 0 | 1 | 4.1 | 25 | 1
Cc1ccc(NC(=O)CSc2nc3ccccc3c(=O)n2CC2CCCO2)cc1 (stereo not given) | -1 | 15 | -2 | 0.1 | -6 | 4 | 1.9 | -5 | -3
CCn1c(-c2cc3c(C(F)(F)F)nn(C)c3s2)n[nH]c1=S | 1 | 0 | -4 | -0.1 | -5 | 0 | -0.2 | 3 | 2
O=S(=O)(c1ccccc1OC(F)(F)F)N1CCN(c2ccnc3cc(Cl)ccc23)CC1 | -15 | -10 | 10 | 0.0 | 11 | -1 | 5.6 | -4 | 2
CCN(C(=O)CN1CCN(c2ccc(O)cc2)CC1)c1c(N)n(Cc2ccccc2)c(=O)[nH]c1=O | 2 | 18 | 1 | -0.1 | -6 | 2 | 0.3 | -18&0 | 3
COCCN(Cc1cc2cc3c(cc2nc1Cl)OCO3)C(=O)c1ccc(C)cc1 | 7 | -2 | -1 | -0.1 | 5 | -4 | 1.6 | -10 | 5
CN(CC(=O)Nc1ccc(Cl)cc1)S(=O)(=O)c1ccc2c(c1)n(C)c(=O)c(=O)n2C | 8 | 12 | -2 | 0.1 | -6 | -1 | 1.4 | -1 | -4
O=C(O)Cc1ccc(NC(=O)Nc2cccc(Cl)c2)cc1 | 4 | 10 | -4 | 0.1 | 2 | -1 | -1.5 | -2 | -1
Cc1ccc(C(=O)CCC(=O)N2CCN(C(=O)c3ccco3)CC2)cc1 | -10 | 11 | -1 | 0.5 | 3 | 4 | 3.6 | -20 | -9
C=CCN1C(=O)N(c2ccccc2)C(=O)C1CC(=O)Nc1ccc(OC)cc1 (stereo not given) | 2 | 9 | 0 | 0.1 | 3 | -3 | -1.1 | 2 | 1
O=C(O)CCCNC(=O)/C(=C\c1ccc(Cl)cc1)NC(=O)c1ccccc1Br | -7 | -3 | 4 | 0.2 | 1 | -5 | 1.4 | -7 | -1
COc1ccccc1NC(=S)NCCc1c[nH]c2ccccc12 | 0 | 12 | 0 | -0.1 | 1 | 1 | 1.2 | -17 | -3
COc1ccccc1NC(=O)CSc1nnc2ccc(-c3ccccn3)nn12 | 5 | 5 | 0 | 0.3 | -2 | 8 | -1.1 | ? | -8
Cc1cc(NC(=O)c2c([N+](=O)[O-])c(C)nn2C)no1 | 1 | 11 | -1 | -0.3 | -8 | 2 | 0.2 | -9 | -4
COCCNc1nnc(SCC(=O)NC2CCCCC2)s1 | 1 | -1 | -4 | -0.1 | nt | nt | -3.3 | -3 | nt

A second format for five compounds above:
canonical_smiles,LYPLA2 inh,PREPL inh,PP1 counter,Efflux pump mplx,HCV core dimer,CTSL1 counter,PP5 inh,JMJD2C inh,TPT1 inhibitor
COCCN(Cc1cc2cc3c(cc2nc1Cl)OCO3)C(=O)c1ccc(C)cc1,7,-2,-1,-0.1,5,-4,1.6,-10,5
CN(CC(=O)Nc1ccc(Cl)cc1)S(=O)(=O)c1ccc2c(c1)n(C)c(=O)c(=O)n2C,8,12,-2,0.1,-6,-1,1.4,-1,-4
O=C(O)Cc1ccc(NC(=O)Nc2cccc(Cl)c2)cc1,4,10,-4,0.1,2,-1,-1.5,-2,-1
Cc1ccc(C(=O)CCC(=O)N2CCN(C(=O)c3ccco3)CC2)cc1,-10,11,-1,0.5,3,4,3.6,-20,-9
C=CCN1C(=O)N(c2ccccc2)C(=O)C1CC(=O)Nc1ccc(OC)cc1 (stereo not given),2,9,0,0.1,3,-3,-1.1,2,1
